# High-throughput results: PubChem, National Center for Advancing Translational Sciences (NCATS)
# p53ts 32C kill: qHTS Screen for Compounds that Selectively Target Cancer Cells with p53 Mutations: Cytotoxicity of p53ts Cells at the Permissive Temperature. H1299-p53A138V at 32C, ATP luminescence viability, 24 h. Potency, µM (titrated, usually from 46.1 µM), for the others: top-dose activity change, negative = cytotoxicity, actives largely listed as cytotoxic. actives 0.93% (n = 130,000);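 also: 0% = DMSO and -100% = full killing by reference compound; nearly all actives have a fitted effect of over 55% in size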
#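 ATP-content luminescence (ATPlite) read-out after 24 h compound exposure at 32C in H1299-p53A138V cells (600/well). Tested up to 46 uM. Normalized to DMSO (0%) and 100 uM tamoxifen (100% killing); Hill-fit AC50.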
# p53ts 39C tox: qHTS Screen for Compounds that Selectively Target Cancer Cells with p53 Mutations: Cytotoxicity of p53ts Cells at the Nonpermissive Temperature; Potency, µM (series often up to 46.1 µM), without a hit: at the top dose activity change, negative = cell killing, actives largely listed as cytotoxic; actives 1.5% (n = 130,000); H1299-p53A138V viability at 39C, ATP luminescence, 24 h; also: nearly all actives have a fitted effect of over 55% in size
# IkB signaling: IkB Signaling | ABC-DLBCL IkBa-CBG/CBR dual luciferase ratio, 4 h; response scale: scaled: untreated 0%, proteasome inhibitor 100% | Potency, µM (highest dose often 57.1 µM), for inactives: at the highest dose IkBa stabilization activation | actives 0.04% (n = 110,000) | AID 445, 2006; active = well fitted curve in the direction sought with a large enough effect in the signal ratio, not every such curve was filed as active; inconclusive = small, poorly fitted or top-dose-only effect, or a change in a side signal; the % refers to the signal ratio;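 also: the direction sought is a rising ratio; 0% = basal untreated cells and 100% = reference inhibitor full response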
#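 In this assay, an IκBα–CBG68 fusion accumulates when IKK-driven degradation is blocked; native CBR normalizes for cell number. OCI-Ly3 cells were treated 4 h with compound and doxycycline, then green and red light read after Chroma-Glo addition.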
# Peg3 imprint: qHTS Assay for Compounds that Induce Erasure of Genomic Imprints | AID 1948, 2009 | actives 0.02% (n = 110,000) | mouse ES Peg3-LacZ reporter, beta-gal luminescence, 40 h | Potency, µM (series often up to 60.7 µM), for inactives: at the highest dose activity change, positive = activation, actives largely listed as activators;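 also: 0% = negative control wells on the plate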
#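 Gelatin-coated wells received 300 freshly trypsinized female ES cells with a Peg3LacZ-Neo reporter on the maternal allele, then incubated 40 hours at 37C. BetaGlo was added for 5 minutes at room temperature before a single luminescence read.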
# * marks the source's active call; other numbers are inactive results; ? = inconclusive; nt = not tested or not shown; [ ] = dose if it differs, or a comment. Unless noted, calls follow the shape of the dose curve; as a rule, active = well fitted curve in the direction sought with a large enough effect; inconclusive = small, poorly fitted or top-dose-only effect, or another doubt; inactive = no such curve, though single readings can be large; an effect the other way counts as inactive or inconclusive. Unless noted, % is scaled to controls: 0 for no effect and ±100 for the full control effect; potency is read from the fitted curve at half-maximal effect.
SMILES | p53ts 39C tox | Peg3 imprint | p53ts 32C kill | IkB signaling
Nc1cc(-c2ccc(Br)cc2)[nH]n1 | 1% | 5% | -8% | 1.3%
CCOC(=O)c1ccc(N2C(=O)c3n[nH]c(C)c3C2c2ccco2)cc1 (stereo not drawn) | 12% | -20% | 12% | -2.5%
Cc1cccc(CSc2nncc(=O)[nH]2)c1 | 13% | -10% | 8% | -2.4%
CSCCC1NC2(C(=O)Nc3c(C)cc(Cl)cc32)[C@@H]2C(=O)N(C3CCCC3)C(=O)[C@H]12 (stereo partly drawn) | 15% | -10% | 14% | ?
O=C(CN1C(=O)CC(c2ccco2)Sc2ccccc21)NCc1ccc2c(c1)OCO2 (stereo not drawn) | 4% | nt | 12% | nt
C=CCn1c(COc2cccc3ccc(C)nc23)nnc1SCC(=O)O | 2% | 13% | 1% | 0.9%
CC(=O)N(C(C)=O)c1cccc2c(N(C(C)=O)C(C)=O)cccc12 | -2% | -1% | 4% | 0.2%
CNc1nn(-c2cccc(Cl)c2)nc1N | 11% | -19% | 4% | 2.5%
CC(C)COC(=O)c1nnsc1NC(=O)Nc1ccccc1 | 7% | -17% | -11% | 6.1%
COc1cc(NC2c3ncccc3C(=O)N2Cc2ccco2)cc(OC)c1 (stereo not drawn) | 15% | -14% | 5% | 1.7%
Cc1ccccc1NC(=O)c1ccc2nc(Cc3ccccc3)oc2c1 | -13% | -6%[10.9 µM] | -16% | ?
CCc1nnc(SCc2ccc(F)cc2Cl)c2cc3sccc3n12 | 7% | -13%[10.9 µM] | 3% | -2.8%
Cc1cccc(NC(=O)c2cnc3sccn3c2=O)n1 | -7% | -2% | -10% | 3.9%
O=C1c2ccccc2C(=O)N1CNc1ccccc1 | 6% | -8% | 5% | 0.8%
Cc1ccc(NC2=NCC(=O)N2Cc2ccc3c(c2)OCO3)c(C)c1 | 6% | -9% | 2% | -0.5%
O=C(COc1ccc(Cl)cc1)Nc1sc2c(c1C(=O)Nc1cccc(Cl)c1)CCCC2 | 7% | 14%[10.9 µM] | 2% | 18%
CCOC(=O)Cn1c(=O)oc2cc(S(=O)(=O)N3CCC(N4CCCCC4)CC3)ccc21 | 10% | 11% | 2% | 18%
O=C(CSc1nc2ccsc2c(=O)n1Cc1ccccc1Cl)NCc1ccc(F)cc1 | -10% | -19%[10.9 µM] | 10% | 0.7%
CSc1cccc(NC(=O)Cn2nnc(C(=O)NCCc3ccccc3)c2N)c1 | -7% | 7%[10.9 µM] | 9% | ?
O=C(OCc1cc(=O)n2nc(-c3cccs3)sc2n1)c1ccccc1Cl | -20% | -2%[10.9 µM] | -7% | -3.3%
CN1CCN(c2ccc(NC(=O)Cc3ccccc3)cc2)CC1 | -10% | -26% | -11% | -3.6%
COC(=O)c1cccc(Oc2nc3c(c(=O)n(C)c(=O)n3C)n2Cc2ccc(C)cc2)c1 | -11% | -7% | 1% | -0.2%
Cc1cc(-c2ccc(S(=O)(=O)Nc3cccc(C)c3C)s2)on1 | -30% | -12%[10.9 µM] | 2% | 0.2%
COc1cccc(N2CCN(c3ncnc4c3c(-c3ccccc3)cn4-c3cccc(C(F)(F)F)c3)CC2)c1 | -28% | -10%[10.9 µM] | -4% | -2.3%
CC(=O)c1ccc2c(c1)Nc1ccccc1S2 | -18% | -11% | -4% | -3.5%

# Arranged by value in Peg3 imprint (largest number first): five of the compounds above
Molecule | Peg3 imprint
CC(=O)N(C(C)=O)c1cccc2c(N(C(C)=O)C(C)=O)cccc12 | -1%
COC(=O)c1cccc(Oc2nc3c(c(=O)n(C)c(=O)n3C)n2Cc2ccc(C)cc2)c1 | -7%
COc1cc(NC2c3ncccc3C(=O)N2Cc2ccco2)cc(OC)c1 (stereo not drawn) | -14%
CNc1nn(-c2cccc(Cl)c2)nc1N | -19%
CN1CCN(c2ccc(NC(=O)Cc3ccccc3)cc2)CC1 | -26%

# Other records
SMILES | p53ts 39C tox | Peg3 imprint | p53ts 32C kill | IkB signaling
Nc1c(C(=O)Nc2cccc(F)c2)c2ccccn2c1C(=O)c1ccccc1 | 13% | 5%[10.9 µM] | -2% | -0.3%
CCCS(=O)(=O)NCCc1csc2nc(-c3ccc(C)cc3)nn12 | ? | 14%[10.9 µM] | -9% | -1.8%
O=C(NCCCn1ccnc1)NC(C(F)(F)F)C(F)(F)F | 6% | -6% | -3% | -0.5%
Cc1ccc(N2CC(C(N)=O)CC2=O)cc1C (stereo not drawn) | 1% | -14% | 1% | -4.1%
O=C(Cn1cc(C(=O)c2ccco2)c2ccccc21)Nc1ccccc1C(F)(F)F | -29% | -16%[10.9 µM] | ? | -1.3%
CCc1c2c(nc3ccc(OC)cc13)OC(CC)C2 (stereo not drawn) | -7% | -11% | 9% | nt
CCOC(=O)c1c(C)[nH]c(C(=O)Cn2nnc(-c3ccc(Cl)cc3)n2)c1C | -7% | 1% | -4% | -0.4%
CC(C)(C)c1ccc(S(=O)(=O)NCCc2ccncc2)cc1 | -11% | -2% | -7% | 1.0%
COc1ccc(NCc2cc3ccc(OC)cc3n(CC(=O)Nc3ccc(C)c(C)c3)c2=O)cc1 | 4% | 6%[10.9 µM] | 2% | 2.9%
COc1cc(CN(C)CC(=O)c2[nH]c(C)c(C(C)=O)c2C)ccc1OC(F)F | -8% | -13% | -2% | ?
O=C(c1cccn1-c1nnc(N2CCCCC2)s1)N1CCN(c2ccc(Cl)cc2)CC1 | 8% | -15%[10.9 µM] | -6% | ?
CCC(C)NC(=O)CSc1nc2cc3c(cc2c(=O)n1Cc1ccc(C(=O)NCCc2ccc(OC)c(OC)c2)cc1)OCO3 (stereo not drawn) | -12% | -11%[10.9 µM] | 14% | -0.1%
Cc1cc2oc(C(=O)Nc3ccc(S(=O)(=O)Nc4ncccn4)cc3)cc(=O)c2cc1C | 7% | -5%[10.9 µM] | -6% | -0.4%
CCN(CC)CCCNC(=O)c1cc(-c2ccc(OC)c(OC)c2)on1 | -5% | -14%[10.9 µM] | 5% | ?
CCCCCc1c(C)nc(N2CCc3ccccc32)[nH]c1=O | 11% | -15% | 4% | -2.4%
FC(F)(F)c1ccc(C2=Nc3ccccc3NC(c3cccs3)=N2)cc1 | ? | -7%[10.9 µM] | 2% | 1.5%
CCOC(=O)c1cc(-c2ccc(C)cc2)n(CCC(=O)Nc2cc(Cl)ccc2C)c1C | -24% | -8%[10.9 µM] | -6% | -0.6%
COC(=O)c1cc2sccc2n1Cc1ccc(F)cc1Cl | -22% | ? | 0% | -1.6%
O=C(CS(=O)CC(=O)N(CC(=O)NC1CCCC1)C1CCCC1)Nc1ccc(F)cc1 (stereo not drawn) | ? | 5% | -1% | 0.8%
O=C(COC(=O)CCOc1ccccc1)NCc1ccco1 | -6% | 6% | -1% | -1.8%
COc1cccc(N2CCN(C3CC(=O)N(c4ccc(F)c(Cl)c4)C3=O)CC2)c1 (stereo not drawn) | -22% | -7% | 0% | 2.4%
COC(=O)Nc1ccc2c(c1)OCO2 | 12% | nt | -17% | nt
CS(=O)(=O)Nc1cccc(-c2nccc(Nc3ccc(F)cc3)n2)c1 | -11% | -5% | 9% | -3.5%[11.4 µM]
CC(C)Sc1nc(N2CCOCC2)c2c(c1C#N)CC(C)(C)SC2 | 2% | -18% | 15% | 1.3%
COc1ccc(-c2c3c(=O)n(C)c(=O)n(C)c3c3n2-c2ccccc2NC3c2ccc(OC)cc2)cc1 (stereo not drawn) | -1% | -6%[10.9 µM] | 4% | ?
COc1cccc(C(=O)N2CCCC(c3nc(-c4cccs4)no3)C2)c1 (stereo not drawn) | -8% | -14% | -2% | 1.6%
COc1ccc(C(=O)CSc2nnc(Cn3cnc4ccccc43)o2)cc1 | 1% | nt | -6% | ?
CCCCOC(=O)c1ccc(NC2=NS(=O)(=O)c3ccccc32)cc1 | 19% | -5%[10.9 µM] | 4% | ?
Cc1ccc(OCC(=O)Nc2nc(-c3ccc(Br)cc3)ns2)cc1C | ? | -5%[10.9 µM] | -13% | 0.6%
CCn1c(=S)sc2c(=O)n(-c3ccccc3)c(SC)nc21 | 4% | -9% | 2% | ?
CCc1nnc(N2C(=O)c3ccc(Oc4ccc([N+](=O)[O-])cc4)cc3C2=O)s1 | -13% | nt | 8% | nt
COc1ccc(CNC(=O)c2cccc(N3CCCC3=O)c2)cc1 | -3% | -12% | -3% | -1.1%
CCNc1ncc2nc(-c3ccc(Cl)cc3)c(=O)n(-c3ccc(OC)cc3)c2n1 | -8% | 0% | -16% | -1.5%[11.4 µM]
COc1cc(C2c3[nH]c4ccccc4c3CC3C(=O)N4C(Cc5c([nH]c6ccccc56)C4c4cc(OC)c(OC)c(OC)c4)C(=O)N32)cc(OC)c1OC (stereo not drawn) | -13%[9.22 µM] | nt | -7%[9.22 µM] | nt
CCSc1ncc(Cl)c(C(=O)Nc2nc3ccc(OC)cc3s2)n1 | 9% | -7%[10.9 µM] | 0% | ?
CCSc1nc2c(c(=O)n1CC)SC(C)C2 (stereo not drawn) | -1% | -8% | -18% | -1.1%
S=c1[nH]c2ccc(Cl)cc2[nH]1 | -18% | ? | -6% | 0.8%
CCC(C)NC(=O)c1c(F)c(F)c(F)c(F)c1F (stereo not drawn) | 1% | nt | -16% | nt
COc1cccc(NC(=O)CSc2cc(=O)n(C)c3ccc(Cl)cc23)c1 | -19% | -4%[10.9 µM] | 7% | ?
O=C(Nc1ccc2c(c1)OCO2)C1CCN(S(=O)(=O)c2cccc3cccnc23)CC1 | -11% | 6% | 10% | 1.6%
CCN1C(C(=O)c2ccccc2)=C(NC(=O)c2ccc(Cl)cc2)c2ccccc2S1(=O)=O | -2% | 13%[10.9 µM] | 1% | -0.1%
NC(=O)NC(Cc1ccccc1)C(=O)NCC1(N2CCCCC2)CCCCC1 (stereo not drawn) | 2% | 8% | 7% | 0.7%
COc1ccc(CN(C(=O)c2cc3ccccc3oc2=O)C2CCCC2)cc1 | 12% | nt | -13% | nt
CC(=O)Nc1ccc(S(=O)(=O)NCC2CCC(C(=O)NCCc3ccc(C)cc3)CC2)cc1 (stereo not drawn) | 11% | -9%[10.9 µM] | 16% | 1.9%
COc1cccc(CNC(=O)CN(C)S(=O)(=O)c2cnc[nH]2)c1 | -9% | -1% | -6% | -0.6%
O=C(CSc1nnc(-c2cccnc2)n1Cc1ccco1)N1c2ccccc2Sc2ccccc21 | 127%[activator] | -3% | 15% | ?
CC(C)[C@H](NC(=O)OC(C)(C)C)[C@@H](O)CC(=O)OC(C)(C)C | -3%[9.22 µM] | nt | -2%[9.22 µM] | nt
COc1ccc2c(c1OC)C(=O)N(C(C)C(=O)O)C2=O (stereo not drawn) | -3% | -10% | -3% | -0.6%
N#CC1=C2SCCN2C(=O)C(C#N)C12CCCCC2 (stereo not drawn) | 6% | nt | 6% | -1.2%
CCn1ncc(Cl)c1C(=O)Nc1ccncc1 | 0% | 1% | 9% | 0.7%
COc1cc2c(cc1OC)-c1cc(NC3CCCCC3)nc(=O)n1CC2 | 4% | -14% | 21% | 0.1%

# An excerpt from above, showing only Peg3 imprint, p53ts 32C kill and p53ts 39C tox:
compound,Peg3 imprint,p53ts 32C kill,p53ts 39C tox
COc1ccc(C(=O)CSc2nnc(Cn3cnc4ccccc43)o2)cc1,nt,-6%,1%
CCCCOC(=O)c1ccc(NC2=NS(=O)(=O)c3ccccc32)cc1,-5%[10.9 µM],4%,19%
Cc1ccc(OCC(=O)Nc2nc(-c3ccc(Br)cc3)ns2)cc1C,-5%[10.9 µM],-13%,?
CCn1c(=S)sc2c(=O)n(-c3ccccc3)c(SC)nc21,-9%,2%,4%
CCc1nnc(N2C(=O)c3ccc(Oc4ccc([N+](=O)[O-])cc4)cc3C2=O)s1,nt,8%,-13%
